Screens as filed in PubChem BioAssay.
CD11b adhes enh = enhancers of CD11b/CD18 adhesion to fibrinogen, primary screen, K562 cells, luminescence | Integrin beta-2 (Homo sapiens) + Integrin alpha-M (Homo sapiens), P05107+P11215 | ATPlite luminescence | activation, % at 10 µM | actives 0.07% (n = 93,000) | AID 1499, 2009;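 active = 10 µM primary screen giving 50% or more activity, confirmed by 40% or more on retest at that dose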; note: strong numbers were not always called active; reference of the scale not given here
Target sequence (P05107 whole entry, looked up, other chains not shown): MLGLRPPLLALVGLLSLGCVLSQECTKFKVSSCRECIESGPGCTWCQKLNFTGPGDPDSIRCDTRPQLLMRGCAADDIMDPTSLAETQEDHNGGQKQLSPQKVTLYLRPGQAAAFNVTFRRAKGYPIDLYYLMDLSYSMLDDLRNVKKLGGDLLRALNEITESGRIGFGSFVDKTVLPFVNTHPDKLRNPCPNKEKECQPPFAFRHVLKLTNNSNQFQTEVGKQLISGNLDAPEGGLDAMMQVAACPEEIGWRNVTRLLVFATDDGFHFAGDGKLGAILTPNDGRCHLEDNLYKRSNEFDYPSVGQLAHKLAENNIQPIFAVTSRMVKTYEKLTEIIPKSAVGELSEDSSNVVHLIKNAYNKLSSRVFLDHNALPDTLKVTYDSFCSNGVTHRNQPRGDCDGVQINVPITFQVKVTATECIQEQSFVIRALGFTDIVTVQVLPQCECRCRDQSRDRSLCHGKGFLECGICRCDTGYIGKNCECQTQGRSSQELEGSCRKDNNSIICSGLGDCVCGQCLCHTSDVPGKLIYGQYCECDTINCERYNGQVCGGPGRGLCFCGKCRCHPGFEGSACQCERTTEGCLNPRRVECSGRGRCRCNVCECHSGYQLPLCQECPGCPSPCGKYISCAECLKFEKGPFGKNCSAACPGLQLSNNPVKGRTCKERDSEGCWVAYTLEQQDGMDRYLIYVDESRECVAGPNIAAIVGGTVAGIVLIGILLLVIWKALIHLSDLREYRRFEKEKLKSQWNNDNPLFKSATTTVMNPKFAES
sEH activator = soluble epoxide hydrolase activators, primary screen, biochemical, human sEH; Bifunctional epoxide hydrolase 2 (Homo sapiens), P34913; purified human sEH enzymatic activity, activator screen; activation, % at 2 µM; actives 0.04% (n = 91,000); in the data active = activation above about 37%; note: values of inactives mirror those of a sister screen read the other way
Smad3 FoxH1 inh = Smad3/FoxH1 peptide binding inhibitors, primary screen, biochemical, TR-FRET | TR-FRET Smad3/Dy647-FoxH1 peptide binding, europium anti-His | inhibition, % at 25 µM | actives 0.29% (n = 88,000) | AID 630, 2007;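 active = compounds that reduce the energy-transfer binding signal between the protein and its labelled peptide by more than half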;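 note: 0% = Smad3 plus labelled peptide maximal FRET and 100% = peptide-only background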
Calb biofilm kill = clotrimazole potentiators killing Candida biofilms, primary screen, with clotrimazole, Alamar Blue. C. albicans biofilm + clotrimazole. inhibition, % at 6 µM. actives 0.14% (n = 85,000);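 active = inhibition above 20%; inactive = inhibition below 20%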;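 note: preformed 24 hr biofilms exposed to compound for 48 hr; 0% = biofilm without compound and 100% = blank killed by clotrimazole plus chlorhexidine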
ERa coact pot = enhancers of ERα–SRC-1 coactivator binding, primary screen, biochemical, TR-FRET, ERα LBD, low estradiol | Estrogen receptor (Homo sapiens), P03372 | TR-FRET ERalpha-LBD/SRC-Cy5 coactivator binding, 2 h; 100 = basal binding, no effect | coactivator binding (% of control), % at 25.6 µM | actives 1.3% (n = 86,000) | AID 639, 2007; in the data active = activity above about 200%;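 note: binding measured in presence of low estradiol as agonist stimulus; 0% = peptide alone without receptor and 100% = receptor with peptide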
sEH inh = soluble epoxide hydrolase inhibitors, primary screen, biochemical, human sEH | recombinant human sEH enzymatic activity assay | Bifunctional epoxide hydrolase 2 (Homo sapiens), P34913 | AID 707, 2007 | inhibition, % at 2 µM | actives 0.34% (n = 91,000); in the data active = inhibition above about 80%; note: values of inactives mirror those of a sister screen read the other way; many of its hits are not listed in these tables
CD11b adhes inh = inhibitors of CD11b/CD18 adhesion to fibrinogen, primary screen, K562 cells, luminescence; AID 1497, 2009; actives 0.54% (n = 93,000); Integrin beta-2 (Homo sapiens) + Integrin alpha-M (Homo sapiens), P05107+P11215; ATPlite luminescence; Mn2+ added to activate the integrin; inhibition, % at 10 µM;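 active = primary inhibition of 50% or more at 10 µM, then 40% or more on retest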; note: some results filed as inactive read as strong as hits
ERb coact inh = inhibitors of ERβ-SRC1 coactivator interaction, primary screen, biochemical, TR-FRET, ERβ LBD, SRC-1 peptide; Estrogen receptor beta (Homo sapiens), Q92731; TR-FRET ER-beta LBD / SRC1-Cy5 peptide binding; receptor agonist-loaded with 1 µM estradiol; inhibition, % at 25.6 µM; actives 1.3% (n = 86,000); AID 633, 2007;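 active = compounds whose percent inhibition of the receptor-coactivator binding signal exceeds about 50% in the single-dose screen, limit read from the data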;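 note: 0% = receptor plus peptide wells without compound and 100% = peptide-only wells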
MT1-MMP txn act = MT1-MMP promoter reporter activation – cell-based, luciferase luminescence, primary screen. HT1080 MT1-MMP promoter luciferase reporter, overnight; stronger effect = higher value. activation factor at 10 µM. actives 0.16% (n = 86,000). AID 750, 2007;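 active = activation factor of at least 2 for MT1-MMP transcription at 10 µM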
Numbers without * were called inactive; x = no result given; [ ] = dose if it differs, or a comment. These rows are one share of the data; the hit share may differ from the screen's.

Every second line gives: sEH inh	CD11b adhes enh	ERb coact inh	ERa coact pot	Calb biofilm kill	MT1-MMP txn act	Smad3 FoxH1 inh	CD11b adhes inh	sEH activator
- C=C(C)CN(CC)C(=O)CSc1nc2ncc(Cl)cc2[nH]1
→ -12	-2	4	82	8	1.1	10	-5	13
- COC(=O)c1cnn(C(=O)c2cc(OC)ccc2Br)c1N
→ -1	0	0	115[fluorescence artefact?]	x	1.1	7	-3	1
- CCCCc1ccc(NC(=O)CSCc2cc(=O)[nH][nH]2)cc1
→ 1	2	-1	97	8	1.2	3	3	-4
- Cn1cc(SCC(=O)Nc2nc3ccccc3s2)c2ccccc21
→ 4	0	-5	173	0	1.2	4	-23	-4
- COc1ccc(OC)c(C2C(C(C)=O)=C(O)C(=O)N2CCN2CCOCC2)c1 (stereo unspecified)
→ x	-6	-8	121	0	0.9	6	2	x
- Cc1cc(NS(=O)(=O)c2ccc(OCCNS(C)(=O)=O)cc2)no1
→ x	3	-5	109	6	1.1	2	0	x
- CCC(CC)c1nnc(NC(=O)c2ccc(N3CCCC3=O)cc2)s1
→ -6	2	7[fluorescence artefact?]	155[fluorescence artefact?]	2	1.1	1	14	7
- CCC(C)NC(=O)c1c(-c2cc(Cl)c(OC)c(Cl)c2)noc1C (stereo unspecified)
→ x	x	-2	97	-2	1.1	13	x	x
- CCOc1ccc(NC(=O)CSc2nc3c(c(=O)n2C)SC(C)C3)cc1 (stereo unspecified)
→ x	4	-11	88	2	1	5	8	x
- CCN(CC(=O)NCc1ccc(F)cc1)Cc1nc2cc(Cl)ccc2c(=O)[nH]1
→ -2	0	-1	102	0	1.1	-1	26	1
- Clc1ccc2oc(-c3ccccc3)nc2c1
→ 2	-8	57*[fluorescence artefact?]	102	-4	x	-5	34	-4
- COc1cccc(OCCCCCN2CCOCC2)c1
→ -4	-3	1[fluorescence artefact?]	99	5	1.3	1	-12	5
- CCOC(=O)N1CCN(C(=O)C(C)N(c2ccc(Oc3ccccc3)cc2)S(C)(=O)=O)CC1 (stereo unspecified)
→ x	-3	-3	101	2	1	1	25	x
- CCOC(=O)C1(CC)NC(c2ccco2)C2C(=O)N(c3ccc(C)cc3)C(=O)C21 (stereo unspecified)
→ -4	0	-9	120	4	1	6	35	3
- COc1ccc(NC(=O)CSc2nc(N)c(C#N)cc2C#N)cc1
→ 4	-5	x	x	x	x	x	12	-2

The closing 2 records of the part above open the next one:
Every second line gives: sEH inh	CD11b adhes enh	ERb coact inh	ERa coact pot	Calb biofilm kill	MT1-MMP txn act	Smad3 FoxH1 inh	CD11b adhes inh	sEH activator
- CCOC(=O)C1(CC)NC(c2ccco2)C2C(=O)N(c3ccc(C)cc3)C(=O)C21 (stereo unspecified)
→ -4	0	-9	120	4	1	6	35	3
- COc1ccc(NC(=O)CSc2nc(N)c(C#N)cc2C#N)cc1
→ 4	-5	x	x	x	x	x	12	-2
- CCOC(=O)c1c(C)nc2c(c1-c1ccccc1)C(=O)c1ccccc1-2
→ 0	-2	x	x	x	x	x	19	2
- CC(C)(C)n1nnnc1C(c1cc2cc3c(cc2[nH]c1=O)OCO3)N1CCN(c2ccccc2)CC1 (stereo unspecified)
→ 4	-2	-6	79[fluorescence artefact?]	-6	0.9	-8	-4	-4
- Cc1scc(C(=O)Nc2ccon2)c1-c1ccccc1
→ -11	-2	15[fluorescence artefact?]	123[fluorescence artefact?]	0	x	-11	5	11
- C=CCNc1nnc(SC2CC(=O)N(c3ccc(OCCC)cc3)C2=O)s1 (stereo unspecified)
→ -1	0	1[fluorescence artefact?]	124[fluorescence artefact?]	4	1.1	-4	-19	3
- CC(NC(=O)c1ccco1)C1CCCO1 (stereo unspecified)
→ -4	-2	-2[fluorescence artefact?]	109	-1	1.1	-1	-11	8
- COc1ccc(/C=N/Nc2ccccc2)cc1Cn1nc(C)c([N+](=O)[O-])c1C
→ 38	3	12	88	5	1.2	10	3	-39
- O=C(O)CC(C(=O)NCc1ccccc1)C1CCCO1 (stereo unspecified)
→ x	0	-11	101	4	1.1	2	-16	x
- CCN1CCN(c2oc(-c3ccc(OC)cc3)nc2C#N)CC1
→ 8	x	-19	129	5	1.1	6	x	-2
- C=CCNC(=S)NNC(=O)c1ccc(OCCCC)cc1
→ -1	x	-20	99	3	1.2	4	x	6
- COc1ccc(C2NC(=O)NC3=C2CCc2ccccc23)cc1 (stereo unspecified)
→ 8	0	5	74	9	1.1	4	-5	-7
- COc1cc(C2CC(=O)NC3=C2C(=O)CC(C)(C)C3)cc(OC)c1O (stereo unspecified)
→ 4	x	-7[fluorescence artefact?]	83	10	1.1	5	x	-4
- COc1cccc(-c2nnc(SCc3nc4ccccc4[nH]3)n2N)c1
→ -11	-3	-15	99	4	1.3	-18	2	13
- Cc1cc(NC(=O)CCCSc2nc(-c3ccco3)cc(C(F)(F)F)n2)n(-c2ccccc2)n1
→ 1	x	-4	81	11	1.2	3	x	5
- CC(Cc1cccs1)NC(=O)Nc1ccc(Cl)c(Cl)c1 (stereo unspecified)
→ 90*	0	-13	89	9	1.7	-5	0	-90
- CCn1nc(NS(=O)(=O)c2ccccc2)c2cc3cccc(C)c3nc21
→ -14	-3	1	107	6	1.2	1	1	17

The results go on:
Every second line gives: sEH inh	CD11b adhes enh	ERb coact inh	ERa coact pot	Calb biofilm kill	MT1-MMP txn act	Smad3 FoxH1 inh	CD11b adhes inh	sEH activator
- C=CC[N+](C)(C)CCCNC(=O)/C=N/O
→ x	x	-13	110	5	1.1	5	x	x
- N#CCCN(Cc1cccnc1)C(=O)Nc1cccc(Cl)c1
→ 2	-3	3	101[fluorescence artefact?]	3	1	1	-5	-3
- CCOc1ccc(-c2cc(NC(=O)Cn3ncc4c3-c3ccccc3OC4)on2)cc1OCC
→ x	10	9[fluorescence artefact?]	99	8	1.1	0	23	x
- Cc1ccc2[nH]c(=O)c(CN(CCN3CCOCC3)C(=O)Nc3ccccc3F)cc2c1
→ -3	x	11	107	3	x	7	x	1
- CCCCCCn1c(NCC)nc2c1c(=O)n(C)c(=O)n2C
→ 0	-7	-18[fluorescence artefact?]	139	-10	1.1	-6	73*	-2
- C=CCn1c(COc2ccccc2-c2ccccc2)nnc1SCC(=O)NC(=O)NCc1ccco1
→ 4	-4	7	91	1	1.1	2	9	-2
- O=c1[nH]c(CN2CCN(c3ccccc3)CC2)nc2ccccc12
→ -5	13	12	84	7	1.1	4	2	5
- O=C(CN1CCC(n2nnc3cc(F)ccc32)CC1)NC1CC1
→ x	-4	-5	108[fluorescence artefact?]	7	1.2	4	-17	x
- O=C(NCc1ccco1)c1nn2c(C(F)(F)F)cc(-c3cccs3)nc2c1Br
→ -4	2	44	157	-1	x	0[fluorescence artefact?]	1	6
- CCOC(=O)C1CCCN(C(=O)c2ccc3c(=O)n(CCOC)c(=S)[nH]c3c2)C1 (stereo unspecified)
→ 10	x	-2	106[fluorescence artefact?]	-4	1	4	x	-11
- Cc1cccc(Nc2cnn(C34CC5CC(CC(CC(=O)O)(C5)C3)C4)c(=O)c2Cl)c1
→ 0	-3	4[fluorescence artefact?]	116	4	1.5	13	6	0
- Cc1cc(NCCCN)nc(-c2ccccc2O)n1
→ -1	-2	-14	123	1	1.6	21[fluorescence artefact?]	10	0
- Cn1c(C(=O)N(Cc2ccccc2)Cc2ccccn2)cc2sccc21
→ -4	0	3[fluorescence artefact?]	87	1	1.2	5	-18	2
- COC(=O)C1=C(C)N(C)C(C)=C(C(=O)OC)C1c1ccc(C(=O)OC)cc1
→ 2	1	-9	129	6	1.2	7[fluorescence artefact?]	-2	-2
- COCCNC(=O)CN1C(=O)CC(C)(C)S(=O)(=O)c2ccccc21
→ x	0	-4[fluorescence artefact?]	120[fluorescence artefact?]	13	1.2	1[fluorescence artefact?]	-6	x

Other compounds:
Every second line gives: sEH inh	CD11b adhes enh	ERb coact inh	ERa coact pot	Calb biofilm kill	MT1-MMP txn act	Smad3 FoxH1 inh	CD11b adhes inh	sEH activator
- O=C(NC1CCCC1)c1nc2c(nnn2Cc2ccccc2Cl)c(=O)[nH]1
→ -2	0	x	x	x	x	x	2	0
- Cc1ccc(S(=O)(=O)c2cc3c(=O)n4ccccc4nc3n(CC3CCCO3)c2=N)cc1 (stereo unspecified)
→ -30	x	32	70[fluorescence artefact?]	6	1.2	7	x	27
- C=CCCCCCCCCC(=O)NNC1=CC(=O)CC(C)(C)C1
→ 22	0	2	112	12	1.1	4	11	-20
- Cc1nc(N(C)C)c2sc(=S)n(C)c2n1
→ -4	1	-9	112	0	1	0	-9	5
- CCOC(=O)C1=C(CSc2nc3c(cc2C#N)CN(C)CC3)OC(N)=C(C#N)C1c1ccccc1 (stereo unspecified)
→ 0	0	4[fluorescence artefact?]	69[fluorescence artefact?]	7	1.2	3	-12	4
- COc1ccc(N2C(=O)CC(Sc3nc(C)cc(C)c3C#N)C2=O)cc1 (stereo unspecified)
→ 1	x	-14	109	3	1.4	-1	x	2
- c1cncc(C(c2nnnn2C2CCCC2)N2CCN(Cc3ccc4c(c3)OCO4)CC2)c1 (stereo unspecified)
→ -12	2	0[fluorescence artefact?]	157[fluorescence artefact?]	7	1.1	-1	-11	13
- C/C(CCc1oc2ccc(Cl)cc2c1-c1ccc(C)o1)=N\O
→ -5	x	12	70	8	1.3	-21	x	5
- CCOC(=O)CSc1ncnc2c1sc1nc(N3CCOCC3)c3c(c12)CCCC3
→ 8	-2	45[fluorescence artefact?]	165[fluorescence artefact?]	0	1.1	13	13	-5
- CC(=O)NC1C(OCCOc2ccc(Cl)cc2Cl)OC(COC(C)=O)C(OC(C)=O)C1OC(C)=O (stereo unspecified)
→ 2	6	x	x	x	x	x	0	0
- CCOc1ccc(OCc2ccc(C(=O)NCc3ccncc3)o2)cc1
→ 8	-3	-6	118	2	1.2	5	9	-8
- Cc1cc(-n2c(C)cc(C(=O)CN3C(=O)NC4(CCCC4)C3=O)c2C)no1
→ -10	15	x	x	x	1.3	x	-2	10
- CCCOc1c(Cl)cc(C(=O)Nc2ccc3c(c2)OCO3)cc1OCC
→ 32	-6	x	x	x	x	x	11	-31
